Lipid droplet = inhibitors of hepatocyte lipid droplet formation, primary screen, imaging, high-throughput imaging, BODIPY stain. AML12 mouse hepatocytes, oleate lipid droplets. inhibition, % at 6.5 µM. 240,000 tested, 0.4% active;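 active means lipid droplet intensity inhibited by at least 50%, with more than 500 cells counted; inconclusive means wells with under 300 cells, treated as cytotoxic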
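Assay system: AML12 hepatocytes (mouse); Probe or stimulus: oleic acid at 100 µM to induce lipid droplet formation; Dosing: compound at 6.5 µM only; Schedule: compound with oleate, overnight; Detection: fluorescence imaging, 20x objective, two fields per well; Measure: % inhibition of lipid droplet signal.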
K1F lysis inhibition = inhibition of K1F phage lysis, E. coli UTI89, bacterial capsule biogenesis inhibitors, alamar blue (AID 488966). inhibition, % at 100 µM, or IC50 in µM where a hit was titrated. 340,000 tested, 0.02% active. E. coli UTI89 K1F phage lysis, alamar blue, 2 h; higher % means a stronger effect;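 active means phage lysis inhibition, versus mean bacterial control, above a set limit; inconclusive means no clear call, values can overlap the other calls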;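 further: capsule biogenesis inhibitors block K1F phage lysis so surviving cells raise fluorescence; higher fluorescence means more inhibition of phage lysis; actives were called in the ten point dose series up to 300 µM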
Myeloid diff MLP = induction of myeloid progenitor differentiation, primary screen, cell-based, flow cytometry, MLPCN library | calls only at 10 µM | ER-HoxA9 myeloid progenitors, lysozyme-GFP differentiation | 360,000 tested, 1% active;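 active means normalized GFP-positive differentiation at or above the plate's own cutoff, the solvent-only control mean plus 3 SD; inconclusive means no clear call, values can overlap the other calls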;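 further: cells exposed to compound for four days before flow analysis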
Lipid droplet cells 6.5 µM = further read-out of Lipid droplet, marked with its call; cell count; measured here: cell count, cytotoxicity flag;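 cells counted across two imaged fields per well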
Myeloid diff MLP GFP+ MAC1+ % = further read-out of Myeloid diff MLP, marked with its call; GFP+ MAC1+ double positive, %; measured here: differentiation confirmed by MAC1 staining
* marks the source's active call; other numbers are inactive results; i = inactive; ? = inconclusive; . = no result given; [ ] = dose if it differs, or a comment. This is a subset; the hit share may differ from the screen's.

SMILES	Lipid droplet	Lipid droplet cells 6.5 µM	K1F lysis inhibition	Myeloid diff MLP	Myeloid diff MLP GFP+ MAC1+ %
CCOC(=O)N1CCN(C(=O)CCS(=O)(=O)c2ccc3c(c2)CC(C)N3C(=O)CC)CC1 (stereo unspecified)	-2	633	-0.1%	i	0.9
COc1ccc(OC)c(S(=O)(=O)N2CCC(C(=O)NC3CCCCCC3)CC2)c1	2	835	0.1%	i	0.8
CC(C)NC(=O)[C@@H]1CSC2c3ccccc3C(=O)N21 (stereo partly specified)	14	822	0.5%[50 µM]	i	0.4
O=S(=O)(NC(=NC1CCCCC1)c1ccccc1F)c1ccccc1	-14	812	0.1%	i	1.4
O=C(CS(=O)(=O)c1ccccc1)NCc1ccc(Cl)cc1	3	836	-0.5%[50 µM]	i	0.6
CC(C)(O)C#Cc1ccc(C(=O)N2CCC(CCC(=O)NC3CC3)CC2)cc1	14	651	1.7%	i	0.8
COc1ccc(S(=O)(=O)N(C)CC(=O)N2CCCC2)cc1	-36	796	0.7%	i	0.3
CC1CCCCN1S(=O)(=O)c1ccc(C(=O)Nc2nnc(C3=COCCO3)o2)cc1 (stereo unspecified)	5	581	1.2%[50 µM]	i	0.5
CCc1cc(CNC(=O)C2CCC(=O)N(Cc3cccc(F)c3)C2)on1 (stereo unspecified)	1	770	0.0%	i	0.9
CCCCc1nc(C(N)=O)c2[nH]c(=O)n(-c3ccc(OCC)cc3)c2n1	3	769	0.5%	i	1.3
COc1cccc(OC)c1C(=O)Nc1cccc(-n2cnnn2)c1	-3	713	0.3%	?	.
Cc1ccc(S(=O)(=O)N(C)CC(=O)O/N=C(\N)c2cccc(Br)c2)cc1	-11	725	-1.0%[50 µM]	i	1.3
CC(C)C(NC(=O)c1ccccc1F)C(=O)NCc1ccccc1 (stereo unspecified)	0	612	-0.2%	i	0.0
COc1cc(Cl)c(C)cc1NC(=O)CCNC(=O)c1ccco1	7	831	-0.1%	i	0.4
Cc1c(C#N)c(O)[nH]c(=O)c1N=Nc1ccc(Cl)c(C(=O)O)c1	-1	805	-0.1%	i	1.1
CC(=O)c1ccc(NC(=O)CCNS(=O)(=O)c2cc(Br)cnc2N)cc1	-4	591	0.1%	?	.
CC(Oc1cc2oc(=O)c3c(c2cc1Cl)CCC3)C(=O)NCCN1CCOCC1 (stereo unspecified)	20	765	0.0%	i	1.4
CC(=O)Nc1ccc(C(=O)NNC(=O)C2CC2)cc1	-7	821	0.3%	i	0.6
CCOC(=O)c1c(C)oc2c1cc(NS(=O)(=O)c1ccc(C(=O)O)cc1)c1ccccc12	-32	738	-0.3%	i	2.5
O=S(=O)(NCc1ccc(Cl)cc1Cl)c1cccs1	3	760	-0.7%	i	0.8
COc1ccc(/C(C)=N/NC(=S)NCCc2ccccc2)c(O)c1	0	857	0.0%	i	0.8
CCOc1ccc(NC(=O)CCC(=O)NNC(=O)c2ccccc2Cl)cc1	-4	719	0.9%[50 µM]	i	0.7
COc1ccccc1-c1cnn2c(NCc3ccccc3)cc(C)nc12	-4	805	0.2%	i	0.4
O=C(NCCOc1ccccc1)C1CCC(=O)N(Cc2ccc(Cl)cc2)C1 (stereo unspecified)	-1	725	1.6%[50 µM]	i	0.9
COc1ccc(NS(=O)(=O)c2ccc(C(=O)OC(C)C(=O)N3CCOCC3)cc2)cc1 (stereo unspecified)	-4	720	1.1%[50 µM]	i	1.0
O=C(COc1ccc(C(=O)c2ccccc2)cc1)Nc1cccnc1	-10	760	-1.1%	i	0.0
Cn1nc(C(=O)Nc2ccc(Cl)cc2)cc1C(=O)Nc1ccc(Cl)cc1	-11	793	0.2%	i	1.1
COc1ccc(S(=O)(=O)CCC(=O)N2CCN(c3ccc([N+](=O)[O-])cc3)CC2)cc1	0	793	1.9%	i	2.7
Cc1ccsc1C(C(=O)NC(C)(C)C)N(Cc1ccco1)C(=O)c1csnn1 (stereo unspecified)	5	756	0.5%	i	0.4
O=C1/C(=C/c2cccc(Br)c2)SC(=S)N1CCC(=O)N(CCO)c1ccccc1	-16	799	-0.1%	i	0.8
CS(=O)(=O)N(CC(=O)N1CCOCC1)c1ccccc1Br	7	778	-0.2%	i	0.7
Cc1ccc(C(=O)N/N=C\C2CC=CCC2)cc1[N+](=O)[O-] (stereo unspecified)	-7	731	1.4%[50 µM]	i	0.7
COc1cc(/C=N\NC(=O)CC#N)ccc1OC/C=C/c1ccccc1	-2	829	-0.3%[50 µM]	i	0.8
Cc1ccc(-n2nc3c(c2NC(=O)C(C)C)CS(=O)(=O)C3)c(C)c1	33	665	0.4%	i	0.6
COc1ccc(C(C(=O)NC2CCCC2)N(C(=O)c2ccco2)c2cc3c(cc2C(C)=O)OCO3)cc1OC (stereo unspecified)	2	766	0.1%	i	1.7
O=C(COc1ccc2cc(-c3ccccc3)c(=O)oc2c1)NCC1CCC(C(=O)O)CC1 (stereo unspecified)	-7	752	5.2%	i	2.2
S=C(NCCCc1ccccc1)Nc1ccccc1	8	687	0.0%	i	1.9
O=C(CSc1ccc([N+](=O)[O-])cn1)Nc1ccccc1N1CCOCC1	2	826	0.9%[50 µM]	i	0.6
CN(Cc1nccs1)C(=O)c1ccc2nc(Cc3ccccc3F)oc2c1	20	686	2.4%[50 µM]	i	1.5
CCOC(=O)[C@@H]1[C@H]2COc3ccc(Br)cc3[C@@H]2N2C(=O)N(c3ccc(Br)cc3)C(=O)[C@]12C	-36	712	0.3%	i	0.4
COc1ccc(C)cc1S(=O)(=O)N(CC(=O)N1CCCC1)c1ccc(C)cc1	-21	611	-0.6%[50 µM]	i	1.0
COc1ccc(-c2cc(C(=O)Nc3cc(OC)c(OC)c(OC)c3)no2)cc1	-17	785	0.0%	i	0.3
COc1ccc(Cc2nnc(NC(=O)c3ccccc3Cl)s2)cc1OC	5	822	0.8%	i	0.5
CCOC(=O)N1CCC(NC(=O)CS(=O)(=O)Cc2nc(-c3cccc(Cl)c3)oc2C)CC1	-2	744	0.1%	i	1.6
COc1ccc(S(=O)(=O)N[C@@H](CSCc2ccccc2)C(=O)O)cc1	6	674	0.1%	i	1.3
COc1ccccc1C(=O)NC(=S)Nc1ccc2[nH]c(=O)[nH]c2c1	-1	867	0.3%	i	1.3
CCOC(=O)c1c(C)[nH]c(C)c1S(=O)(=O)NCc1ccccc1C	-27	693	-0.3%	?	.
O=C(NCCN1CCOCC1)C(=O)NCC1OCCCN1S(=O)(=O)c1cc(F)ccc1F (stereo unspecified)	-1	836	2.1%	i	0.9
C[C@@H]1CCC2[C@](C)(CO)[C@@H](O)CC[C@]2(C)[C@@]12CCC(CO)(CCO)O2 (stereo partly specified)	-1	699	-0.1%	i	0.4
COc1ccc(OCC(=O)Nc2ccc(S(=O)(=O)N3CCCCC3)cc2)cc1	-4	814	1.2%	i	2.9
COc1ccccc1C(=O)CC(=O)c1ccccc1	-1	815	0.1%	i	0.6
CC(C)(C)C(=O)CN1C2=NCCCN2c2ccccc21	-11	762	0.1%	i	0.4
O=C(NCC1CCCCC1)c1ccc(=O)[nH]c1	-3	825	0.4%	i	0.3
Cc1c(C(=O)N2CCCC2)oc2c1-c1nn(CC(=O)NCCCN3CCCCC3C)cc1CC2 (stereo unspecified)	-4	722	0.0%	?	.
CCN(CC)C(=O)Cn1cc(S(=O)(=O)CC(=O)Nc2cc(OC)ccc2OC)c2ccccc21	2	639	0.3%[50 µM]	i	1.7
Cc1cc(OCC(=O)NC2CC2)c2c(C)cc(=O)oc2c1	61*	769*	0.4%	i	0.5
Cc1sc2ncn(CC(=O)NCCCC(=O)N3CCC(C)CC3)c(=O)c2c1C	-5	792	0.3%	i	1.3
COc1ccc(C)cc1NC(=O)CNCc1cccs1	9	813	0.2%	i	0.3
O=C(C[n+]1ccccc1)N/N=C/c1ccccc1C(F)(F)F	2	732	0.1%	i	0.2
CC(C)OP(=O)(c1ccc(N(C)C)cc1)C(O)c1ccc(N(C)C)cc1 (stereo unspecified)	-7	770	0.4%	i	1.1

2 of these compounds in another layout:
Values run as follows: Lipid droplet	Lipid droplet cells 6.5 µM	K1F lysis inhibition	Myeloid diff MLP	Myeloid diff MLP GFP+ MAC1+ %
> CCCCc1nc(C(N)=O)c2[nH]c(=O)n(-c3ccc(OCC)cc3)c2n1
 : 3	769	0.5%	i	1.3
> COc1cccc(OC)c1C(=O)Nc1cccc(-n2cnnn2)c1
 : -3	713	0.3%	?	.

The listing continues.
SMILES	Lipid droplet	Lipid droplet cells 6.5 µM	K1F lysis inhibition	Myeloid diff MLP	Myeloid diff MLP GFP+ MAC1+ %
Cc1cc(-c2nnc(SCC(=O)Nc3ccccc3F)n2N)n[nH]1	12	765	0.3%	i	2.1
Cc1cc(NC(=O)Cc2ccccc2C)no1	0	776	-0.1%	i	0.4
COc1ccc(C(=O)N(C)CC(O)c2ccccc2)cc1OC1CCN(C(C)=O)CC1 (stereo unspecified)	-16	594	0.1%	i	1.1
COc1ccc(C2=NN(C(=O)CCC(=O)O)C(c3ccc(OC)c(OC)c3)C2)cc1 (stereo unspecified)	2	790	0.2%	i	0.4
CC(=O)c1ccc(N2CCN(C(=O)COc3ccc4c(c3)CCC4)CC2)cc1	-7	625	-0.2%	i	0.8
COc1cccc(Oc2cn[nH]c2-c2ccc(OCC(=O)NN)cc2O)c1	3	845	-0.1%	i	0.9
COc1cc(NC(=O)C2CC(c3ccc(Cl)cc3)=NO2)cc(OC)c1OC (stereo unspecified)	-14	801	0.5%	i	0.5
Cc1c(C(=O)NCc2nnc(-c3ccccc3)o2)oc2c(F)cccc12	-1	670	-0.1%	i	0.9
CC(=O)c1sc(NC(=O)C(C)Oc2ccc3c(C)cc(=O)oc3c2)nc1C (stereo unspecified)	13	697	-0.1%	i	0.6
COc1ccc(CNC(=O)C2CCC(CNS(=O)(=O)c3cccs3)CC2)cc1 (stereo unspecified)	7	800	-0.2%	i	0.1
CC(C)(C)NC(=O)CN(C(=O)CNC(=O)c1cccs1)c1ccccc1F	16	803	-0.1%	i	0.5
CCOC(=O)c1c(C)[nH]c(C(=O)OCc2ccc(F)cc2)c1C	-18	702	-0.1%	i	0.6
CCSc1nc(O)c(C(c2cccc(OC)c2)c2c(O)nc(SCC)[nH]c2=O)c(=O)[nH]1	0	783	1.3%	i	0.4
CC(C)CN(CC(C)C)C(=O)CN1c2cccc3cccc(c23)S1(=O)=O	3	816	0.0%	i	0.3
C=CCCC(=O)NC1CCCc2c1cnn2-c1ccccc1F (stereo unspecified)	-1	848	1.4%	i	0.5
Cc1nnc(SCC(=O)NC2CCCc3c2cnn3-c2ccccc2F)o1 (stereo unspecified)	7	711	0.4%	i	0.7
COC(=O)c1ccc(NC(=O)C(=O)c2cn(CC(=O)N3CCOCC3)c3ccccc23)cc1	15	704	0.7%	i	1.0
COc1ccc(C(=O)Nc2ccccc2[N+](=O)[O-])cc1S(=O)(=O)N1CCOCC1	7	752	1.6%[50 µM]	i	0.0
COc1ccc(-c2csc(N(C)C(=O)c3ccco3)n2)cc1	2	816	0.1%	i	0.4
O=C(Nc1ccccc1C(=O)O)c1cccc(NC(=O)c2ccccc2Cl)c1	10	766	0.9%	i	0.3
CCCC(=O)N(Cc1cc(=O)[nH]c2ccccc12)c1ccccc1OC	-51	801	0.5%[50 µM]	i	0.7
COc1cccc(CN2CCC(C(=O)Nc3ccc(-c4cccc(C)c4)cc3)CC2)c1O	10	822	0.6%	i	0.1
O=C(Nc1ccncc1)c1ccc(Br)cc1	1	875	0.3%	i	0.4

Record cards, from the list above. Order of values: Lipid droplet	Lipid droplet cells 6.5 µM	K1F lysis inhibition	Myeloid diff MLP	Myeloid diff MLP GFP+ MAC1+ %
CCc1cc(CNC(=O)C2CCC(=O)N(Cc3cccc(F)c3)C2)on1 (stereo unspecified) in the list: 1	770	0.0%	i	0.9
Cc1cc(NC(=O)Cc2ccccc2C)no1 in the list: 0	776	-0.1%	i	0.4
COc1cc(NC(=O)C2CC(c3ccc(Cl)cc3)=NO2)cc(OC)c1OC (stereo unspecified) in the list: -14	801	0.5%	i	0.5
Cc1ccc(C(=O)N/N=C\C2CC=CCC2)cc1[N+](=O)[O-] (stereo unspecified) in the list: -7	731	1.4%[50 µM]	i	0.7
O=C(NCCN1CCOCC1)C(=O)NCC1OCCCN1S(=O)(=O)c1cc(F)ccc1F (stereo unspecified) in the list: -1	836	2.1%	i	0.9

Compound activity: PubChem BioAssay, several laboratories
